Screening results deposited in PubChem BioAssay by National Center for Advancing Translational Sciences (NCATS).
KDM5B inh: Primary screen for KDM5B Histone Demethylases FDH-coupled qHTS; actives 2.6% (n = 220,000); Lysine-specific demethylase 5B (Homo sapiens), Q9UGL1; KDM5B demethylase, FDH-coupled NADH fluorescence (FDH is formaldehyde dehydrogenase); Potency, µM (series often up to 57.7 µM), inactives show at the highest dose activity change, negative = inhibition, actives largely listed as inhibitors; active = well fitted inhibition curve with a large enough effect; inconclusive = small, poorly fitted or top-dose-only effect; inactive = no such curve, though single readings can be large or run the other way; also: 0% is about no effect; nearly all actives have a fitted effect of over 70% in size
Target sequence (Q9UGL1 whole entry, looked up): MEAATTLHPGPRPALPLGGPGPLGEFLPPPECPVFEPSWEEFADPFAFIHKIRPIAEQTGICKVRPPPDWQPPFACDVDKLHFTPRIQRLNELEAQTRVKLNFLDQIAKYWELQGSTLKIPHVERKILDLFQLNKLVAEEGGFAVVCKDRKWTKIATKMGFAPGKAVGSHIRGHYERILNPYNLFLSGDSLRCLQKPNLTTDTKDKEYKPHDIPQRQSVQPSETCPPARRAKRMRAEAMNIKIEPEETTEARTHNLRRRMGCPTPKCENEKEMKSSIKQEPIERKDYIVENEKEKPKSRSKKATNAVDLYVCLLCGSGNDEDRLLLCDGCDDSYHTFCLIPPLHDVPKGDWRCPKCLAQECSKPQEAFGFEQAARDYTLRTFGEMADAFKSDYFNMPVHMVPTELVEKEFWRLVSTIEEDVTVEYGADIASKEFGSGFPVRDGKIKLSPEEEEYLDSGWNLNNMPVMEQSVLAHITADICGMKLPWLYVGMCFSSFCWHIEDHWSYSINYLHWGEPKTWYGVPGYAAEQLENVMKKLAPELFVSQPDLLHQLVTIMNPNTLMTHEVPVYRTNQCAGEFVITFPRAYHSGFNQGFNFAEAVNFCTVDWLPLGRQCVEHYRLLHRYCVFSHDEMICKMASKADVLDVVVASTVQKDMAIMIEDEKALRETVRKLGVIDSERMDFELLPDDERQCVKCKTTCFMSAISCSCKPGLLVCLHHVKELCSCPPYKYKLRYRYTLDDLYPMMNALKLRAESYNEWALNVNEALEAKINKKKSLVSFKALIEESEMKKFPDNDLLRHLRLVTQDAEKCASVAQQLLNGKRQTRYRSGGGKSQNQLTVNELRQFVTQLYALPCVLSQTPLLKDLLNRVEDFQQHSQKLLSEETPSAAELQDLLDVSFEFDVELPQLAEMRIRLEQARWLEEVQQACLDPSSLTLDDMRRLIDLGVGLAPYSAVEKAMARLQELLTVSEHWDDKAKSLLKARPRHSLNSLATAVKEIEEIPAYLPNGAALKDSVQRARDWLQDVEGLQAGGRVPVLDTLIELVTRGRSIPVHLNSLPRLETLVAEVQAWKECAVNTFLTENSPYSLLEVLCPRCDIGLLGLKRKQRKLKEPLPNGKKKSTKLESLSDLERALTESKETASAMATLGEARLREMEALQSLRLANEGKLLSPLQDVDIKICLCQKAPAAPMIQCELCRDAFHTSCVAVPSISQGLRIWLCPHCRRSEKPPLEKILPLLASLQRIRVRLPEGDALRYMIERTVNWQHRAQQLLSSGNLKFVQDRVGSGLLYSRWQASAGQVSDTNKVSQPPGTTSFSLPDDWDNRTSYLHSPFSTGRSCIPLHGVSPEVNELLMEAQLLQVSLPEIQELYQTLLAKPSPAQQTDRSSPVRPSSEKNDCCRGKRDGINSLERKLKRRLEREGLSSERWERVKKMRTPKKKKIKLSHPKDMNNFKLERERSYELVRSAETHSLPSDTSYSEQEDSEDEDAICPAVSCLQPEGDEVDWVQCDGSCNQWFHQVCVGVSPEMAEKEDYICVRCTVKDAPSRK
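Coupled FDH/NAD⁺ fluorescence readout. KDM5BΔAP 200 nM final; compound titration, 10 min RT preincubation; substrate mix 12.5 µM H3K4me3, 25 µM 2-OG, 50 µM Fe(II), 100 µM ascorbate, 0.25 mM NAD⁺, 0.25 U/mL FDH; ΔRFU over 30 min.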
* hit, by the source's call; & = joins results of further samples; [ ] = remark or other dose. Potency is read from the fitted curve at half-maximal effect. The list is partial; count on the stated rates, not on these rows.

Start of the data: the first 4 entries as a preview:
Screening COc1cc(NC(=O)CCNS(=O)(=O)c2ccc3c(c2)CCN3C(=O)C2CC2)cc(OC)c1 returned KDM5B inh -20.0%.
Screening Cc1cc(C)cc(C(=O)NC(C)c2ccc(CC(C)C)cc2)c1 (stereo not drawn) returned KDM5B inh 25.2%.
Screening Cc1ccc(C(=O)N2CCCC(c3nn(-c4ccccc4)c(=O)[nH]3)C2)cc1 (stereo not drawn) returned KDM5B inh 3.5%&-5.4%.
`CCCCC(=O)N/N=C/c1ccc(C)cc1` gave KDM5B inh -22.8%.

The whole of this part, previewed entries included:
Screening COc1cc(NC(=O)CCNS(=O)(=O)c2ccc3c(c2)CCN3C(=O)C2CC2)cc(OC)c1 returned KDM5B inh -20.0%.
Screening Cc1cc(C)cc(C(=O)NC(C)c2ccc(CC(C)C)cc2)c1 (stereo not drawn) returned KDM5B inh 25.2%.
Screening Cc1ccc(C(=O)N2CCCC(c3nn(-c4ccccc4)c(=O)[nH]3)C2)cc1 (stereo not drawn) returned KDM5B inh 3.5%&-5.4%.
`CCCCC(=O)N/N=C/c1ccc(C)cc1` gave KDM5B inh -22.8%.
For CCCCn1c(=O)[nH]c(=O)c2c1nc(-c1ccc(-c3ccccc3)cc1)n2C the results were KDM5B inh inconclusive.
Screening CSCC(=O)N[C@H]1CCN2C(=O)N(c3ccc(C(C)C)cc3)C(=O)[C@@H]2C1 returned KDM5B inh -1.0%[86.2 µM].
CC(C)c1noc(-c2cn(C3CCN(C(=O)c4ccccc4Cl)CC3)nn2)n1 was read as KDM5B inh inconclusive.
`COCCCNC(=O)CSc1nc(-c2ccc(OC)c(OC)c2)[nH]c1-c1ccc(F)cc1` gave KDM5B inh -1.8%.
C=CCNC(=S)Nc1ccc(C)cc1Br was read as KDM5B inh 3.0%.
COCCOC1CCOC2(CCN(C(=O)Nc3cccc(F)c3)CC2)C1 (stereo not drawn) was read as KDM5B inh 7.0%.
COCCNc1nc2c([S+](=O)([O-])c3ccc(OC)cc3)nnn2c2ccccc12 was read as KDM5B inh inconclusive.
For Cc1ccc(CC(=O)N2c3ccccc3CC2c2nnc(C3CCOCC3)o2)cc1 (stereo not drawn) the results were KDM5B inh -8.2%.
Cc1cn(CC(=O)N2CCN(c3cccc(Cl)c3)C(=O)C2)c(=O)[nH]c1=O was read as KDM5B inh -10.0%.
For Cc1cn2c(/C=N/O)c(C)nc2s1 the results were KDM5B inh 7.6%.
Screening Cc1ncoc1C(=O)N1CC[C@@H]2COCCN(Cc3ccncc3)[C@@H]2C1 returned KDM5B inh inconclusive.
`CCOC(=O)c1c(-c2ccc(OC)c(OC)c2)csc1NC(=O)C1CCCCC1` gave KDM5B inh inconclusive.
Cc1ccccc1-n1c(O)c(C=NC2CCS(=O)(=O)C2)c2ccccc2c1=O (stereo not drawn) was read as KDM5B inh -25.9%.
COCCNc1ncc(-c2ccc(NC(C)=O)cc2)c2c1OCC2 was read as KDM5B inh 35.5µM*.
`Cc1ccc(/C=C/C(=O)NC2CCc3ccccc32)o1` (stereo not drawn) gave KDM5B inh inconclusive.
For CCCCn1nc(C(=O)N2CCCC2c2cccs2)c2ccccc2c1=O (stereo not drawn) the results were KDM5B inh 1.6%.
Screening COc1ccc(-c2nc(C)c(CCNC(=O)C(=O)Nc3ccccc3OC)s2)cc1 returned KDM5B inh -13.5%.
Screening CC(=O)c1ccc(-c2ccc(C3CC(=O)Nc4c3c(C)nn4-c3ccc(=O)[nH]n3)o2)cc1 (stereo not drawn) returned KDM5B inh inconclusive.
Screening Cn1cccc1CNC(=O)Cn1nc2c(cc1=O)CCCC2 returned KDM5B inh 8.9%.
For COc1cccc(C2NC(=O)NC(C)=C2C(=O)c2ccc(Cl)cc2)c1 (stereo not drawn) the results were KDM5B inh 2.0%.
O=C(CCN1CCN(c2cnccn2)CC1)Nc1ccc(F)c(F)c1 was read as KDM5B inh inconclusive.
CCCn1cc(S(=O)(=O)c2ccccc2)c(=O)c2cc(F)c(N3CCCC(C)C3)cc21 (stereo not drawn) was read as KDM5B inh 4.3%.
Cc1ccc(-c2nocc2CCC(=O)N2CCC(Cc3ccccc3)CC2)cc1 was read as KDM5B inh -8.3%.
`CC1(C)[C@H](Cc2cc(CC3CCCCC3)on2)C[C@@H]1NC1CCOCC1` gave KDM5B inh 25.7%[86.2 µM].
Screening COc1cc(-c2cc(OC)c3c(C)oc(C)c3c(=O)c2)ccc1OC(=O)c1ccc(C)cc1 returned KDM5B inh inconclusive.
Screening O=C(CN1C(=O)COc2ccc(C(=O)COc3ccccc3F)cc21)NCc1ccco1 returned KDM5B inh -12.7%.
O=C1[C@H]2CN(Cc3ccc(F)cc3Cl)C[C@H]2C(=O)N1CCN1CCc2ccccc2C1 was read as KDM5B inh inconclusive.
CC(Nc1ccc([N+](=O)[O-])cn1)c1ccc(Cl)c(Cl)c1 (stereo not drawn) was read as KDM5B inh -7.5%.
Screening CCc1ccc(NC(=O)c2nn(-c3ccc(OC)cc3)c(=O)c3c2c2ccccc2n3C)cc1 returned KDM5B inh 0.1%.
Screening CN(C)c1ccc(CCNC(=O)[C@H]2CNC[C@H](C(=O)N3CCCC3)C2)cc1 returned KDM5B inh 15.8%.
Screening COCCCN1C(=O)N(Cc2ccccc2)C(=O)C12CCN(Cc1cccs1)CC2 returned KDM5B inh inconclusive.
`CC(C)CN[C@H]1CO[C@H]2[C@@H]1OC[C@@H]2Nc1nccc(C(C)(C)C)n1` gave KDM5B inh 5.6%[86.2 µM].
`COc1ccc(C(=O)c2cn(CC(=O)Nc3ccc4c(c3)OCO4)c3ccc(OC)cc3c2=O)cc1` gave KDM5B inh -13.5%.
For CCOCCCNC(=O)N1C[C@@H](Oc2cccnc2)C[C@@H]1C(=O)N1CCOCC1 the results were KDM5B inh -16.2%.
Screening O=S1CCNc2ccccc21 (stereo not drawn) returned KDM5B inh -8.4%.
Screening COc1ccc(C(=O)Oc2cccc(C)c2C)cc1 returned KDM5B inh 1.1%.
For COc1cc(Br)c(OC)c(C(=O)O)c1 the results were KDM5B inh 2.3%.
`CCCCCN1CCN(c2nc3c(c(=O)[nH]c(=O)n3C)n2Cc2ccccc2C)CC1` gave KDM5B inh 3.1%.
`Cc1cc(NC(=S)NCCc2ccccc2)ccc1I` gave KDM5B inh -3.6%.
Screening Cc1ccc(S(=O)(=O)N2CCN(Cn3nc(C)c4ccccc4c3=O)CC2)c(C)c1 returned KDM5B inh 40.7%[activator].
For Cc1ccc2c(c1)N(CC(=O)NCc1ccccc1Br)C(=O)c1cccnc1O2 the results were KDM5B inh -18.2%.
Cc1onc(-c2ccccc2)c1-c1nc2cc(Cl)ccc2c(=O)o1 was read as KDM5B inh 12.5%.
Screening CC(C)CCN1CC2(CCCN(C(=O)CCn3cnnc3)C2)CCC1=O (stereo not drawn) returned KDM5B inh 8.3%.
For CC(C)C(=O)Nc1cccc(NC(=S)NC(=O)c2ccc3c(c2)OCO3)c1 the results were KDM5B inh -19.1%.
`CCC(C)NC(=O)N(C)C1CCN(c2ccc(Cl)cc2)CC1` (stereo not drawn) gave KDM5B inh 21.9%.
Screening CCCCCCCCOc1ccc(OC(=O)/C=C/c2ccc(OC)cc2)cc1 returned KDM5B inh -3.5%.
Cc1ccnc(C(NC(=O)CCc2cc3n(n2)CCCNC3)C2CC2)c1 (stereo not drawn) was read as KDM5B inh 28.2µM*.
For CCN(CC)CCNC(=O)CNC(=O)c1nn(-c2ccc(OC)cc2)c(=O)c2ccccc12 the results were KDM5B inh 14.8%.
Screening Cc1ccc(OCc2nc(-c3ccc(C(=O)NCc4ccc(OC(C)C)cc4)cc3)oc2C)cc1 returned KDM5B inh inconclusive.
COc1ccc(CN2CC3(CCN(C(=O)Nc4ccc(OC)c(F)c4)CC3)C2=O)cc1 was read as KDM5B inh 8.9%.
COCCn1nc(C(=O)NCC(c2ccccc2Cl)N2CCCC2)ccc1=O (stereo not drawn) was read as KDM5B inh 15.1%.
O=C(Nc1ccc(F)cc1F)c1cc(-c2ccccc2O)no1 was read as KDM5B inh -19.7%.
For O=C(NC(Nc1ccc(Cl)cc1)C(=O)c1ccccc1)c1ccccc1 (stereo not drawn) the results were KDM5B inh 13.3%.
Screening Cc1cc(-c2ccc(C)c(S(=O)(=O)Nc3ccccn3)c2)on1 returned KDM5B inh inconclusive.
`CC(C)OCCCNC(=O)c1ccc2c(c1)S(=O)(=O)c1ccccc1C2=O` gave KDM5B inh 5.6%.
For CN(Cc1cccc2ccccc12)C(=O)Cc1cccc2cccnc12 the results were KDM5B inh -11.1%.
For CNC(=O)CCNC(=O)Cn1c(-c2ccccc2)cc2ccccc21 the results were KDM5B inh inconclusive.
Screening Cc1cccc(-c2nc3ccccc3n3c(-c4ccccc4)c4c(=O)n(C)c(=O)n(C)c4c23)c1 returned KDM5B inh -16.0%.
Screening Cc1ccc2c(c1)cc(C(=O)NCc1ccccc1C)n2C returned KDM5B inh inconclusive.
Screening CCCn1ccc2c(OCC(=O)Nc3ccc(OC)c(OC)c3)cccc2c1=O returned KDM5B inh inconclusive.
COc1ccc(-c2nnc3ccc(N4CCN(C(C)=O)CC4)nn23)nc1 was read as KDM5B inh inconclusive.
NC(=O)c1ccsc1NC(=O)COC(=O)c1ccc(Cl)cc1F was read as KDM5B inh -16.0%.
C=CCNC(=O)NC(=O)Cn1cnc2c1c(=O)n(C)c(=O)n2C was read as KDM5B inh 17.5%.
For O=C(CSc1nc(-c2ccccc2)cs1)C12CC3CC(CC(C3)C1)C2 the results were KDM5B inh 17.9%.
COC(=O)C1CN(Cc2ccc(F)cc2)CCS(=O)(=O)N1Cc1ccc(C(F)(F)F)cc1 (stereo not drawn) was read as KDM5B inh -8.9%.
For Cc1cccc(-c2nc(C#N)c(N3CCN(Cc4ccccc4)CC3)o2)c1 the results were KDM5B inh inconclusive.
Screening CC(C)(C)c1ccc(-c2nc(C#N)c(NCCN3CCOCC3)o2)cc1 returned KDM5B inh inconclusive.
O=C(NNC(=S)Nc1ccc(F)cc1)c1ccccc1 was read as KDM5B inh 8.6%.
Cc1ccc(CN2CCCC(CNS(=O)(=O)C3CC3)C2)cc1C (stereo not drawn) was read as KDM5B inh 11.6%.
Screening O=C(CCc1ncc(-c2ccc(F)cc2F)o1)NC1=NCCS1 returned KDM5B inh 9.0%.
Screening COc1ccc(-c2ccc3c(c2)C(=O)N2CC[C@H](NC(=O)c4cccs4)[C@H]2C(=O)N3)c(OC)c1 returned KDM5B inh 28.2µM*.
O=C(O)C(c1c[nH]c2cc(Br)ccc12)N1CCN(Cc2ccc(Cl)cc2Cl)CC1 (stereo not drawn) was read as KDM5B inh -13.8%.
Screening Cc1ccc(NC(=O)CSc2nnc3ccc4ccccc4n23)cc1 returned KDM5B inh inconclusive.
`CC(=O)c1cc(-c2ccc(F)cc2)n(CC(=O)NC2CCC(C)CC2)c1C` (stereo not drawn) gave KDM5B inh -20.8%.
COc1ccc(CCN2CC(C(=O)NCCc3ccccn3)CCC2=O)cc1 (stereo not drawn) was read as KDM5B inh inconclusive.
For Cc1ccccc1CNC(=O)c1ccc2c(c1)c(C)c(C)n2C the results were KDM5B inh inconclusive.

3 structures already listed, sorted by length of the SMILES, falling:
`CC(=O)c1cc(-c2ccc(F)cc2)n(CC(=O)NC2CCC(C)CC2)c1C` (stereo not drawn) gave KDM5B inh -20.8%.
Screening CC(C)(C)c1ccc(-c2nc(C#N)c(NCCN3CCOCC3)o2)cc1 returned KDM5B inh inconclusive.
Screening Cc1ccc(NC(=O)CSc2nnc3ccc4ccccc4n23)cc1 returned KDM5B inh inconclusive.

Remaining list, next part
For C=CCC1(CO)CCCN(CC(=O)NC2CCCCC2)C1 (stereo not drawn) the results were KDM5B inh 2.3%.
For O=C1Nc2ccccc2CN(Cc2ccc(C(F)(F)F)cc2)C12CCNCC2 the results were KDM5B inh 50.1µM*.
Cc1cnc(-c2ccccc2)n1C1CCCN(C(=O)c2ccnn2C)C1 (stereo not drawn) was read as KDM5B inh 7.2%.
CC(=O)Nc1ccc(NS(=O)(=O)c2ccccc2C#N)cc1Cl was read as KDM5B inh 15.1%.
`COc1ccc(NC(=O)CSC2=Nc3ccccc3C3=NC(CCC(=O)NCCc4ccccc4)C(=O)N23)c(OC)c1` (stereo not drawn) gave KDM5B inh inconclusive.
For O=C(NC1CCCCC1)c1ccc(Cn2c(SCc3ccccc3)nc3cccnc32)cc1 the results were KDM5B inh -21.5%.
For COc1ccc(CN2CCCCC23Cc2ccccc2CNC3=O)c(OC)n1 (stereo not drawn) the results were KDM5B inh 3.4%[115 µM].
`Cc1cc(Cl)ccc1OCC(=O)N/N=C/c1ccncc1` gave KDM5B inh -26.0%.
For Cc1ccc(CNC(=O)C(C)C2CCOCC2)o1 (stereo not drawn) the results were KDM5B inh -6.6%.
For COc1ccccc1-c1ccnc(N[C@H]2CO[C@H]3[C@@H]2OC[C@@H]3NC(=O)c2ccccc2)n1 the results were KDM5B inh 35.5µM*.
`CCc1nnc(SCC(=O)N(C)c2ccccc2)c2cc3sccc3n12` gave KDM5B inh -2.9%.
`O=C(NCCc1ccccc1)c1ccccc1NC(=O)C1CC1` gave KDM5B inh 16.4%.
`Cc1cn2nc(C(=O)N3CCC(NC(=O)C(C)c4ccccc4)CC3)cc2c(=O)[nH]1` (stereo not drawn) gave KDM5B inh inconclusive.
O=C(N[C@H](Cc1ccccn1)C1CC(O)C1)c1scc2c1OCCO2 (stereo partly drawn) was read as KDM5B inh -8.9%.

Three entries picked at random from those above, as already listed:
`Cc1cc(Cl)ccc1OCC(=O)N/N=C/c1ccncc1` gave KDM5B inh -26.0%.
For C=CCC1(CO)CCCN(CC(=O)NC2CCCCC2)C1 (stereo not drawn) the results were KDM5B inh 2.3%.
`Cc1cn2nc(C(=O)N3CCC(NC(=O)C(C)c4ccccc4)CC3)cc2c(=O)[nH]1` (stereo not drawn) gave KDM5B inh inconclusive.
